MITF inh – inhibitors of human MITF. AID 1259374. hit rate 0.91% among 650,000. AlphaScreen MITF homodimerization, bead proximity signal. inhibition, % at 2.6 µM; in the data active = inhibition above about 50%;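 note: 0% = vehicle wells with protein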
FBW7 act – human FBW7 E3 ligase activation, primary screen; Q969H0; AlphaScreen FBW7–phospho-cyclin E peptide binding, activator screen; normalized activity (activation), % at 26.1 µM; hit rate 0.13% among 650,000; in the data active = normalized activity above about 1.9%;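 note: purified mutant Fbw7 with reduced substrate affinity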
Target sequence (Q969H0 whole entry, looked up): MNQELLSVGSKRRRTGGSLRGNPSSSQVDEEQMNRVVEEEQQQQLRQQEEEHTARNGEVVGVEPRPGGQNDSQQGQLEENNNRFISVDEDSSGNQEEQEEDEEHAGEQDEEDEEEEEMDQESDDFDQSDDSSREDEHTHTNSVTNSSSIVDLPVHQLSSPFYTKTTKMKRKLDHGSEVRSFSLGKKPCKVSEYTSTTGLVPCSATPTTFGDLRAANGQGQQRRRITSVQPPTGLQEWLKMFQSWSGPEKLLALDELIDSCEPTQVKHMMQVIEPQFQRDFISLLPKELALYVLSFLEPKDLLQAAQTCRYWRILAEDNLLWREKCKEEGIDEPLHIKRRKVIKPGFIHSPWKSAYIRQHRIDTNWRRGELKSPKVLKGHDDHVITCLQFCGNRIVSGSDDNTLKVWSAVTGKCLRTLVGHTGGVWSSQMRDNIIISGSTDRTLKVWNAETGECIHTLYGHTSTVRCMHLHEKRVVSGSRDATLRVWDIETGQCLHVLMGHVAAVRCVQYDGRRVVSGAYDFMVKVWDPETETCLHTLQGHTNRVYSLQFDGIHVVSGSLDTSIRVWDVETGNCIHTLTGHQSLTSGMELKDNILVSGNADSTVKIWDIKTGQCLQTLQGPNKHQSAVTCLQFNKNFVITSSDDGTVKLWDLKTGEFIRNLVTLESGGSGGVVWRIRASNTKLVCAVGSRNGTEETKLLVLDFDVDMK
TEAD-YAP block – TEAD-YAP interaction inhibition; HEK-TIYL cells, TEAD-Gal4/YAP UAS-luciferase luminescence; inhibition, % at 9.12 µM; hit rate 1.4% among 640,000; AID 1259422; in the data active = inhibition above about 32%;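 note: 0% = median of test compound wells and 100% = reference inhibitor wells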
GPR151 activ – activators of human GPR151; hit rate 1% among 650,000; AID 1508602; PathHunter beta-arrestin GPR151 cells, luminescence; activation, % at 11.2 µM; in the data active = activation above about 4.9%;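 note: 0% = median of compound wells and 100% = cells with positive control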
Numbers without * were called inactive; & = joins results of further samples.

Sequence of screens: TEAD-YAP block	FBW7 act	MITF inh	GPR151 activ
> Cc1c(C(=O)N2CCCC2)sc2ncn(C)c(=O)c12
  13	0.1	1	-1.2
> CCOC(=O)C1(CC2CCCCO2)CCN(C(=O)/C=C/C(C)C)CC1 (configuration not stated)
  4	0.2	-7	-1.2
> O=C(Nc1c2c(nn1-c1ccc(F)cc1)CS(=O)(=O)C2)c1ccc(Cl)cc1
  4	0.1	18	2.3
> CC1=C(c2ccc(C)cc2)S(=O)(=O)N=C1Nc1ccc(C(C)C)cc1
  -32	0.5	13	1.6
> Cc1ccccc1Cn1c(C)c(CNCc2ccccc2Cl)c(C(=O)O)c1C
  -11	-0.1	-2	-1.1
> COc1ccc(CN2C(=O)C3C(C(=O)Nc4ccc(Br)cc4)C4C=CC3(O4)C2C(=O)NC2CCCCC2)cc1 (configuration not stated)
  2	-0.1	-2	-0.3
> O=C(O)C1(c2ccccc2)CCCC1
  1	0.0	4	1.8
> CCc1nnc(NC(=O)c2cc(OC)c(OC)cc2[N+](=O)[O-])s1
  9	0.0	20	-1.8
> O=C(CSc1c(-c2ccccc2)[nH]c2ccccc12)N1CCOCC1
  3	-0.1	-2	-0.4
> O=c1cc(-c2ccccc2)nc2nc[nH]n12
  -4	0.0	-4	0.2
> COc1cccc(OCC(=O)N2CCc3ccccc32)c1
  15	0.1	-4	-2.9
> CC(=O)Nc1nc(-c2cc3cc(Br)cc(Br)c3oc2=O)cs1
  -5	0.2	1	0.4
> CN1C(=O)N(C)C(NC(=O)N2CCNCC2)C1NC(=O)N1CCNCC1 (configuration not stated)
  -1	-0.1	-8	1.1
> COc1ccc(/C=N/Nc2nnnn2-c2cccc3ccccc23)c(OC)c1
  -10	0.0	-2	1.0
> Cc1ccc(C(=O)NC2Sc3ccccc3N=C2c2ccccc2)cc1 (configuration not stated)
  -20	0.2	11	0.5
> O=C1NC(=O)N(C2CCCCC2)C(=O)/C1=C\C=C\c1ccco1
  -3	-0.9	7	1.2
> CCN(CC)C(=O)CN1N=C(C(C)(C)C)Cn2c(cc3ccccc32)C1=O
  3	-0.1	5	-1.3
> CCn1c(SCC(=O)NC(C)C)nnc1-c1cccnc1
  7	-0.1	2	-0.7
> NC(=O)C1Cc2ccccc2N1C(=O)NCCc1ccccc1 (configuration not stated)
  -2	0.1	18	-2.1
> CCC(C)Oc1ccccc1C1CC(=O)NC2=C1C(=O)CCC2 (configuration not stated)
  38*	0.1	5	-1.0
> CC1=CC(C)C2(CO)COC(c3cccnc3)C1C2C (configuration not stated)
  -2	0.0	-2	1.1
> O=[N+]([O-])c1ccc2nc(CCc3ccccc3)[nH]c2c1
  -45	0.0	16	2.4
> COc1ccccc1C1C2=C(CC(C)(C)CC2=O)Nc2nc(-c3ccncc3)nn21 (configuration not stated)
  -3	-0.1	-4	1.1
> CCOCC(=O)Nc1cc(S(=O)(=O)N(CC)CC)ccc1OC
  6	-0.1	14	0.3
> CCCCSc1nnc2c(n1)OC1(Nc3ccccc3-2)C(=O)Nc2ccc(Cl)cc21 (configuration not stated)
  -18	-0.2	-5	-0.3
> CC(O)c1nc2ccccc2n1CCCCOc1ccccc1 (configuration not stated)
  9	0.7	5	-0.3
> CC(C)N(CCNC(=O)Cc1cn(-c2ccc(Oc3ccccc3)nn2)c2ccccc12)C(C)C
  -11	-0.1	-2	-0.1
> O=S1(=O)CCN=C2SC=NN21
  -5	-0.1	-11	1.1
> Cc1cccc(CSc2ccc(-c3ccccn3)nn2)c1
  -42	0.0	33	0.8
> O=C(/C=C/NCC(c1ccc(F)cc1)N1CCOCC1)C(F)(F)F (configuration not stated)
  2	0.9	-13	-2.4
> COCCCNc1nc(-c2ccccc2)nc2ccccc12
  8	-0.1	2	-1.3
> COc1cc(/C=C2/C(=O)NN(c3cccc(F)c3)C2=O)ccc1OC(=O)c1ccco1
  -2	-0.1	12	4.1
> C=CCOc1ccc(/C=N/NC(=O)C(C)Sc2nc(C)cc(C)n2)cc1OC (configuration not stated)
  4	0.4	16	2.0
> O=C(CCCCCN1C(=O)c2ccccc2C1=O)NCc1ccco1
  2	0.2	14	-1.5
> Cc1nnsc1C(=O)NCC1CCC2(CCN(Cc3ccccc3)CC2)O1 (configuration not stated)
  -4	0.0	-4	2.3
> CCCCc1ccc(NC(=O)CS)cc1
  8	0.1	2	2.0
> COC(=O)COc1ccc(C2C3=C(CC(C)(C)CC3=O)OC3=C2C(=O)CC(C)(C)C3)cc1
  -7	0.0	0	1.9
> CN(Cc1cc(=O)n2ccsc2n1)C1CCCCC1
  -14	0.0	-3	-0.6
> COc1ccc(C2=NN(CCC(=O)NCCCOC(C)C)C(=O)CC2)cc1
  -6	0.1	-10	-0.6
> [O-][n+]1ccccc1SCc1nnc(-c2ccccc2Br)o1
  -39	0.0	5	-1.1

Single records, as listed above. Screens in order: TEAD-YAP block, FBW7 act, MITF inh, GPR151 activ
[O-][n+]1ccccc1SCc1nnc(-c2ccccc2Br)o1 reads -39, 0.0, 5, -1.1
COc1ccc(C2=NN(CCC(=O)NCCCOC(C)C)C(=O)CC2)cc1 reads -6, 0.1, -10, -0.6

Remaining list, next part.
Sequence of screens: TEAD-YAP block	FBW7 act	MITF inh	GPR151 activ
> COc1ccc(-n2nc([N+](=O)[O-])c(=NCc3ccc4c(c3)OCO4)n2O)cc1
  -54	-0.7	5	-1.6
> COc1cc(S(=O)(=O)Nc2ccc(-c3cn4cccnc4n3)cc2)c(C)cc1C
  -15	0.1	-7	0.7
> O=C(Nc1ccccc1C(=O)Nc1cccc(Cl)c1)c1ccc([N+](=O)[O-])cc1
  -6	-0.4	20	-1.2
> NC(=O)C(=O)N/N=C/c1ccc(O)c(O)c1
  0	-0.1	10	1.3
> O=C1CC(n2cnc3ccccc32)C(=O)N1c1ccc(Cl)c(Cl)c1 (configuration not stated)
  -3	0.8	22	0.6
> CC1(CNc2nc3nonc3nc2N2CCCCCC2)COC1
  3	0.0	-18	0.8
> CCN1CCN(c2nc(-c3ccc(OC)c(OC)c3)no2)CC1
  -14	-0.1	2	-6.4
> COCCOC(=O)C1=C(C)NC2=C(C(=O)CC(C)(C)C2)C1c1ccc(OC)cc1 (configuration not stated)
  10	-0.1	-9	0.9
> COc1ccc(C(NC(=O)c2cccnc2)c2nccn2C)cc1 (configuration not stated)
  7	0.5	8	-0.3
> COc1c(Cl)cc(Cl)cc1C(=O)Nc1nc(-c2ccc(-c3ccccc3)cc2)cs1
  -3	0.1	1	-0.1
> Cc1nc(NC(=O)c2sc3nc4cc5c(cc4cc3c2N)OCO5)sc1C
  -50	0.0	15	0.0
> Cc1c(NC(=O)Cc2ccc(F)cc2)cc(S(=O)(=O)NC2CC2)cc1[N+](=O)[O-]
  0	-0.1	5	3.5
> CCC1CCCCN1CCCNC(=O)C1CCN(S(=O)(=O)CC)CC1 (configuration not stated)
  4	0.1	1	0.4
> Cc1cccc(Nc2nc(-c3ccncc3)cs2)c1
  -75	-0.1	12&11	-0.2&0.1
> CCOc1ccc(C2C(C(=O)c3cccs3)=C(O)C(=O)N2Cc2cccnc2)cc1OC (configuration not stated)
  -1	-0.1	2	0.7
> CCOC(=O)C1C(C)=NC(=O)NC1/C=C/c1ccccc1 (configuration not stated)
  -5	-0.2	-9	-1.4
> O=C(C1CCN(CC2CC=CCC2)CC1)N1CCN(C/C=C/c2ccccc2)CC1 (configuration not stated)
  6	-0.1	40	2.1
> Cc1cc(C)c(NC(=S)N(Cc2ccccc2)Cc2cccnc2)c(C)c1
  -14	0.0	-1	1.7
> Cc1nc2c(c(=O)[nH]1)CN(Cc1sccc1C)CC2
  -5	-0.4	2	0.1
> COc1ccc(/C=N/n2c(-c3cccnc3)n[nH]c2=S)c(OC)c1OC
  -3	0.5	21	0.2
> O=C(Nc1ccc([N+](=O)[O-])cc1)C1(c2ccccc2)CCOCC1
  -5	-0.1	7	-1.3
> CCOc1ccc(C(=O)Nc2ccc(-c3cc4ccccc4oc3=O)cc2)cc1
  -7	0.1	-4	0.5
> COc1cc(NC(=O)c2nn3c(C(F)(F)F)cc(-c4ccccc4)nc3c2Br)cc(OC)c1OC
  -1	-0.1	-5	0.9
> CC(/C=N/NC(=O)Cc1cc(=O)[nH][nH]1)=C\c1ccccc1
  9	-0.1	11	-1.0
> CCCOC(=O)COc1ccc2c(=O)c(-c3ccc(Cl)cc3)coc2c1
  -4	0.0	-5	0.5
> S=C(NCC1CCCO1)N1CCN(c2cccc(Cl)c2)CC1 (configuration not stated)
  3	0.0	0	1.2
> Cc1ccc(N(C(=O)C2CCCCC2)C2C=CS(=O)(=O)C2)cc1C (configuration not stated)
  -5	0.0	6	2.4
> CC(C)N(CCNC(=O)C1CCN(c2ccc(NCc3cccnc3)nn2)CC1)C(C)C
  -5	0.0	19	0.8
> Cc1ccc(-n2cc(-c3ccccc3)c3c(N4CC(C)CC(C)C4)ncnc32)cc1Cl (configuration not stated)
  4	0.2	14	3.8
> Cc1cc(=O)[nH]c(SCc2ccccc2F)n1
  11	0.4	-3	-0.8
> Nc1nnc(SCc2cc([N+](=O)[O-])cc3c2OCOC3)s1
  -16	-0.1	-11	-0.3
> Cc1cc(C)c(S(=O)(=O)Nc2ccc(S(=O)(=O)N3CCCCC3)cc2)c(C)c1
  -5	0.0	-19	-1.1
> CCc1ccc(/C=C2\SC(=S)N(C(C)C(=O)O)C2=O)cc1 (configuration not stated)
  5	-0.1	2	0.9
> O=C(Nc1ccccc1F)NC1(C(F)(F)F)Oc2ccc(Cl)cc2O1 (configuration not stated)
  -10	-0.2	-8	0.6
> CCOC(=O)c1ccc(-c2ccc(C3Nc4ccccc4-c4nnc(SCC)nc4O3)o2)cc1 (configuration not stated)
  -79	0.0	1	-3.9
> COc1c(-c2cnn(C)c2)ccc2cnc(Nc3ccc(-n4cnc(N5CCOCC5)n4)cc3)nc12
  81*	-0.1	15	-0.7
> C=CCNCCC1CCC(=O)N1Cc1cccc(C)c1 (configuration not stated)
  -4	0.2	11	-0.5
> COc1cc(/C=C2/SC(=Nc3cccc(C)c3)NC2=O)ccc1OCc1cccc2ccccc12
  2	0.1	9	-0.6
> COc1ccc(C2c3cccn3CCN2S(=O)(=O)c2ccc(F)cc2)cc1OC (configuration not stated)
  2	0.1	20	1.1
> CCOc1ccc(NC(=O)CCC(=O)O)c([N+](=O)[O-])c1
  0	0.1	12	-1.9
> O=c1[nH]c(=O)n(CCOc2ccc(Cl)cc2)cc1Br
  4	0.3	-5	0.9
> CCOC(=O)C1=C(C)N=c2s/c(=C\c3ccc(OC)c(O)c3)c(=O)n2C1c1ccccc1 (configuration not stated)
  0	-0.1	-14	-0.7
> CC(C)Oc1ccc(/C=N/NC(=O)C(=O)NC2CCCC2)cc1
  2	0.1	-11	0.4
> N#Cc1c(NC(=O)Cc2ccc(S(=O)(=O)N3CCCCC3)s2)sc2c1CCCC2
  -7	0.0	4	-0.7
> CCOC(=O)C1=C(C)N(c2ccc(C)c(C)c2)C(=O)/C1=C\c1ccc(O)c(OC)c1
  9	-0.3	17	0.1
> CCOC(=O)c1c(NC(=O)c2ccc(Br)o2)sc2c1CC(C)(C)OC2
  -4	-0.1	-11	-0.2
> COc1ccc(S(=O)(=O)N2c3ccc(F)cc3CCC2C)cc1 (configuration not stated)
  56*	-0.1	-16	0.7
> CCOc1cc(CNC)ccc1OCCO
  -5	0.0	-8	-0.2
> O=C(CSc1nnc(-c2ccc3c(c2)OCO3)o1)Nc1ccc2c(c1)CCC2
  -44	-0.1	6	-0.7
> COc1cccc(NC(=S)N(CCN(C)C)C(C)c2cccnc2)c1 (configuration not stated)
  -1	0.0	5	2.6

Arranged by number of heavy atoms (descending): five of the compounds above.
Sequence of screens: TEAD-YAP block	FBW7 act	MITF inh	GPR151 activ
> CCOC(=O)C1=C(C)N=c2s/c(=C\c3ccc(OC)c(O)c3)c(=O)n2C1c1ccccc1 (configuration not stated)
  0	-0.1	-14	-0.7
> N#Cc1c(NC(=O)Cc2ccc(S(=O)(=O)N3CCCCC3)s2)sc2c1CCCC2
  -7	0.0	4	-0.7
> CCOC(=O)c1c(NC(=O)c2ccc(Br)o2)sc2c1CC(C)(C)OC2
  -4	-0.1	-11	-0.2
> CC(C)Oc1ccc(/C=N/NC(=O)C(=O)NC2CCCC2)cc1
  2	0.1	-11	0.4
> CCOc1cc(CNC)ccc1OCCO
  -5	0.0	-8	-0.2

(listing goes on)
Sequence of screens: TEAD-YAP block	FBW7 act	MITF inh	GPR151 activ
> O=C(CSc1nc2c(c(=O)[nH]1)CCC2)N1CCc2ccccc21
  -1	0.0	0	-0.4
> COc1cc2c(cc1OC)CN(CC(=O)O)CC2
  6	0.1	7	-0.5
> COCCNC(=O)c1cnn2c(C)c(Cc3c(C)cc(C)cc3C)c(C)nc12
  9	-0.1	3	-0.7
> CCc1ccc(Nc2ncnc3sc(C)cc23)cc1
  -72	0.0	13	-1.0
> COC(=O)c1ccc(NC(=O)/C(=C/c2cccc([N+](=O)[O-])c2)NC(=O)c2cc(Cl)ccc2OC)cc1
  4	-0.1	-5	0.6
> O=C(Nc1ccccc1)NC1CS(=O)(=O)CC1NC(=O)Nc1ccccc1 (configuration not stated)
  5	-0.1	-3	-0.8
> O=C(CC(=O)N/N=C/c1ccc([N+](=O)[O-])cc1)N/N=C/c1ccc([N+](=O)[O-])cc1
  4	-0.1	-3	0.5
> CCOC(=O)N1CCN(C(=O)C2=C(C)C(=O)OC23CCC(C)CC3)CC1 (configuration not stated)
  -17	1.6	15	-1.3
> Cn1cnnc1SCn1nnc2ccccc2c1=O
  1	0.0	1	1.1
